# CHRM5 PAM – human M5 muscarinic receptor positive allosteric modulators, primary screen, CHO-K1 cells, Fluo-8 calcium fluorescence; 360,000 compounds, 0.3% hits; activation, % at 3 µM; CHO-K1 hM5, ACh EC20 PAM; 0% = ACh EC20, 100% = ACh EC100; Muscarinic acetylcholine receptor M5 (Homo sapiens), P08912;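 active = activation above the run cutoff, the mean activation of all test compounds plus 3 SD, cut at about 18% in these data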
#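 Assay system: CHO-K1 hM5 cells / Incubation: Fluo-8 loading 80 min at 37 °C plus 30 min room temperature / Technique: Fluo-8 calcium dye fluorescence, kinetic read / Repeats: single replicate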
# CHRM4 antagonist – human M4 muscarinic receptor antagonists, primary screen, CHO cells, Fluo-8 calcium fluorescence | Muscarinic acetylcholine receptor M4 (Homo sapiens), P08173 | CHO-hM4 cells, ACh EC80 | inhibition, % at 3 µM | 360,000 compounds, 0.73% hits | AID 624125, 2012;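 active = inhibition above its plate's cutoff, the mean inhibition of sample wells plus 3 SD, cut at about 27% in these data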;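 also: 0% = acetylcholine EC80 with DMSO and 100% = DMSO without agonist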
# IDE cell inh – human IDE inhibitors in live cells, primary screen, fluorescence polarization, HEK cells, FAbetaB substrate; Insulin-degrading enzyme (Homo sapiens), P14735; FAbetaB cleavage; inhibition, % at 5.59 µM; 320,000 compounds, 0.41% hits;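 active = percent inhibition above the average of all tested compounds plus 3 SD, set per screening campaign, cut at about 16% in these data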;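 also: IDE supplied by intact live HEK cells; FP after avidin binding of uncleaved biotin substrate so inhibition keeps polarization high; 0% = DMSO wells and 100% = 60 µM reference IDE inhibitor Ii1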
# Target sequence (P14735 whole entry, looked up): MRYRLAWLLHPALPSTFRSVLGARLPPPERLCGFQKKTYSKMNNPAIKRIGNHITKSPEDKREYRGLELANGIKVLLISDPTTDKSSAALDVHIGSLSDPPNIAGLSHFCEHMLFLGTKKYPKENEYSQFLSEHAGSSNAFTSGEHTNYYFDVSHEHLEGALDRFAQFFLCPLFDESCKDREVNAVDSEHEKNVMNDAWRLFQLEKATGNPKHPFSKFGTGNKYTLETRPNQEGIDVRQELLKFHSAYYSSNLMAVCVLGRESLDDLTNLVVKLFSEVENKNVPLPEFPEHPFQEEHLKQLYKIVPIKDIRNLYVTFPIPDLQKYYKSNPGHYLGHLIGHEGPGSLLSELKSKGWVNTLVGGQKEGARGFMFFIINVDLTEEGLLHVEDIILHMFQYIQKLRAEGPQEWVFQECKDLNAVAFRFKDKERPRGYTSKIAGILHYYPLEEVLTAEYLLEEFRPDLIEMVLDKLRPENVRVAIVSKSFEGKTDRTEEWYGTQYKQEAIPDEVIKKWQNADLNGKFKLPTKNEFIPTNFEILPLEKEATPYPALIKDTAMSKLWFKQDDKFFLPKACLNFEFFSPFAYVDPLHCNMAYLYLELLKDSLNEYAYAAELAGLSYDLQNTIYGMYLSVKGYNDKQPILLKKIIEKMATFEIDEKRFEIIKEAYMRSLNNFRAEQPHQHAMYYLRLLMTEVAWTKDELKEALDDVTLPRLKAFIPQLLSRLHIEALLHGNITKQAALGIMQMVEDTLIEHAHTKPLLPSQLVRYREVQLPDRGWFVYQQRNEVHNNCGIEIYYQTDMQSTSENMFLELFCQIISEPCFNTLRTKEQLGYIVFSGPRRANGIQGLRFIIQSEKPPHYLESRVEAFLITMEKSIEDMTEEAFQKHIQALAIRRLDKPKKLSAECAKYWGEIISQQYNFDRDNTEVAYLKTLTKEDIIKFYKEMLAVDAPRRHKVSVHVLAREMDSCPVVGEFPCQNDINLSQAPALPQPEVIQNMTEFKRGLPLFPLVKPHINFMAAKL
# M5 ag – human M5 muscarinic receptor agonists, primary screen, CHO-K1 cells, Fluo-8 calcium fluorescence | Muscarinic acetylcholine receptor M5 (Homo sapiens), P08912 | CHO-K1 hM5 cells; 0% DMSO wells, 100% maximal acetylcholine response | activation, % at 3 µM | 360,000 compounds, 0.19% hits | AID 624037, 2012;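 active = activation above the run's mean over test compounds plus 3 SD, cut at about 23% in these data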;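 also: signal is peak over basal fluorescence ratio across the kinetic read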
# M4 PAM – human M4 muscarinic receptor positive allosteric modulators, primary screen, CHO-K1 cells, Fluo-8 calcium fluorescence; Muscarinic acetylcholine receptor M4 (Homo sapiens), P08173; CHO-K1 hM4/Gqi5, ACh EC20; 0% = ACh EC20, 100% = maximal ACh; activation, % at 3 µM; 360,000 compounds, 0.4% hits; AID 624126, 2012;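 active = activation above its plate's cutoff, the mean activation of sample wells plus 3 SD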; also: some results filed as inactive read as strong as hits
# CRFBP-R2 agonist – agonists of CRF-BP/CRF-R2 complex, primary screen, cell-based, HEK293, calcium dye fluorescence, uHTS; CRF-binding protein / CRF receptor 2 complex (human); calcium dye fluorescence (FLIPR); percent of saturating CRF peptide response; activation, % at 13.2 µM; 350,000 compounds, 0.46% hits;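 active = activation of at least 50%, plus an integration ratio under a set limit after plate pattern correction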;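 also: plate controls were neutral control wells without compound for no effect and CRF at EC100 for full effect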
# CHRM4 agonist – human M4 muscarinic receptor agonists, primary screen, CHO-K1 cells, Fluo-8 calcium fluorescence. Muscarinic acetylcholine receptor M4 (Homo sapiens), P08173. CHO-K1 hM4/Gqi5; vehicle 0%, full acetylcholine response 100%. activation, % at 3 µM. 360,000 compounds, 0.14% hits. AID 624127, 2012;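 active = activation above the run mean over all test wells plus 3 SD, cut at about 32% in these data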;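 also: peak over basal fluorescence ratio per well then scaled between controls; 0% = DMSO wells and 100% = acetylcholine at EC100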
# M5 antag – human M5 muscarinic receptor antagonists, primary screen, CHO cells, Fluo-8 calcium fluorescence. Muscarinic acetylcholine receptor M5 (Homo sapiens), P08912. 360,000 compounds, 0.59% hits. CHO-hM5 cells, ACh EC80. inhibition, % at 3 µM;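 active = inhibition above a per-plate cutoff, the mean of that plate's test compounds plus 3 SD, cut at about 27% in these data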;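 also: 0% = acetylcholine EC80 with DMSO and 100% = DMSO without agonist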
# CRFBP-R2 block – antagonists of CRF-BP/CRF-R2 complex, primary screen, cell-based, HEK293, calcium dye fluorescence, uHTS; CRF-induced calcium fluorescence; inhibition, % at 11.8 µM; 350,000 compounds, 0.59% hits;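 active = inhibition of the ligand-induced calcium signal above about 50% at the single tested concentration, limit read from the data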
# An asterisk follows results filed as active; / = no result given.
(1) Cc1nc(NC(=O)COC(=O)CCC(=O)c2cccs2)c(Cl)cc1Cl
(2) CC(=O)OCC(=O)Nc1ccc(Cl)cc1Cl
(3) NC(=O)NCC1CC1
(4) O=C(OCn1nnc2ccccc2c1=O)c1cccc(S(=O)(=O)N2CCOCC2)c1
(5) CSc1ccc(Cn2c(C)c(C(=O)NCc3ccc(F)cc3)sc2=O)cc1
(6) O=C(NC(=S)NCCc1ccccc1)C1CCCCC1
(7) C/C(=N\NC(=O)c1cccc(N/N=C(\C)c2ccco2)c1)c1ccco1
(8) CCOC(=O)C1=C(C)N=c2s/c(=C\c3ccc(C(=O)O)cc3)c(=O)n2C1c1ccc(F)cc1 (configuration not stated)

Assay by compound	1	2	3	4	5	6	7	8
CHRM4 agonist	1.7	-0.5	0.2	2.9	7.9	-2.2	0.6	1.8
CRFBP-R2 block	-4.3	-8.6	2.4	-0.8	/	-42.2	1.5	-10.2
M4 PAM	13.2	12.2	7.9	-1.0	-10.4	-1.1	0.8	1.7
IDE cell inh	-1.0	1.4	0.9	-1.1	/	-0.4	/	/
CRFBP-R2 agonist	1.5	-1.4	-0.3	-1.6	/	-1.6	-2.5	11.4
M5 ag	2.4	0.6	0.8	0.4	3.2	-5.9	-1.7	-3.0
CHRM4 antagonist	-3.6	7.5	9.6	0.0	6.9	-13.4	-3.7	-26.3
M5 antag	-7.9	-5.8	12.2	17.4	3.3	11.3	1.5	5.3
CHRM5 PAM	12.1	3.3	3.6	-3.0	-10.7	-7.2	-3.4	-3.8

(9) CCC(C)c1ccccc1NC(=S)Nc1cccnc1 (configuration not stated)
(10) CNc1cncc(-c2cccc(O)c2)n1
(11) CCNC(=O)CN(c1ccc(C)cc1)S(=O)(=O)c1ccc(SC)cc1
(12) COc1ccc(-c2cc3nc(C)cc(N)n3n2)cc1
(13) CN1CCN(c2cc(-c3cc(O)c4ncccc4c3)ccn2)CC1
(14) COc1ccc(CC(=O)OCCc2cc3cc(OC)c(OC)cc3c(=O)o2)cc1
(15) COc1cc(NC(=O)CCC(=O)c2cccs2)cc(OC)c1
(16) CC1CCCCC12NC(=O)N(CC(=O)Nc1ccccc1F)C2=O (configuration not stated)

Assay by compound	9	10	11	12	13	14	15	16
CHRM4 agonist	0.7	1.6	0.5	1.1	2.0	0.6	3.7	0.9
CRFBP-R2 block	-30.9	/	-3.2	1.9	-2.6	-7.6	-11.8	-1.8
M4 PAM	0.9	4.9	15.8	2.5	10.6	12.1	7.5	21.9*
IDE cell inh	5.0	/	5.1	0.2	-1.8	1.9	-3.0	/
CRFBP-R2 agonist	27.3	/	-0.1	-5.8	-1.0	-1.3	0.4	0.1
M5 ag	-9.6	-1.2	1.1	-1.1	2.5	0.3	1.2	1.9
CHRM4 antagonist	7.2	-13.2	4.2	-1.2	2.4	-15.9	-5.1	0.7
M5 antag	3.5	3.5	-11.0	-0.7	-3.4	4.5	-6.7	6.1
CHRM5 PAM	8.0	-2.8	-0.7	-0.8	8.1	-0.3	8.6	-0.3

# 2 entries picked at random from the list so far:
(10) CNc1cncc(-c2cccc(O)c2)n1
(14) COc1ccc(CC(=O)OCCc2cc3cc(OC)c(OC)cc3c(=O)o2)cc1

Assay by compound	10	14
CHRM4 agonist	1.6	0.6
CRFBP-R2 block	/	-7.6
M4 PAM	4.9	12.1
IDE cell inh	/	1.9
CRFBP-R2 agonist	/	-1.3
M5 ag	-1.2	0.3
CHRM4 antagonist	-13.2	-15.9
M5 antag	3.5	4.5
CHRM5 PAM	-2.8	-0.3

# (listing goes on)
(17) CC(=O)c1cccc(-c2ccnc3c2CC(C(=O)Nc2ccc(Cl)c(C(F)(F)F)c2)O3)c1 (configuration not stated)
(18) O=C(O)c1ccc(CNS(=O)(=O)c2ccc(Oc3ccccc3Cl)cc2)cc1
(19) O=C1CCN(CCCc2ccccc2)CCN1[C@H](CO)c1ccccc1
(20) Nc1cc(=O)[nH]c(SCC(=O)Nc2ccc(Oc3ccccc3)cc2)n1
(21) CSc1ccc(CCNC(=O)c2cc(-c3ccccc3)c(N3CCOCC3)s2)cc1
(22) CC(=NNC(=O)c1ccncc1)c1cccc(Br)c1
(23) COc1ccc(S(=O)(=O)NCc2c(-c3ccccc3)noc2C)c(OC)c1
(24) CN(Cc1ccc(F)cc1)C(=O)c1cc(COc2ccc(-n3cncn3)cc2)on1

Assay by compound	17	18	19	20	21	22	23	24
CHRM4 agonist	3.7	1.1	1.8	-0.5	3.6	0.3	5.9	15.0
CRFBP-R2 block	/	21.9	-11.9	5.7	1.4	6.0	-2.4	-0.6
M4 PAM	-8.0	0.7	-3.6	-1.4	-9.5	-3.6	-7.7	-10.2
IDE cell inh	/	-3.7	-4.8	2.1	3.2	/	2.5	/
CRFBP-R2 agonist	/	-0.7	1.2	2.0	0.3	-1.5	0.9	-3.3
M5 ag	0.5	0.8	-8.8	-3.2	0.3	-0.5	4.0	1.3
CHRM4 antagonist	-6.5	-7.3	-3.0	9.5	13.5	-2.6	-0.8	9.0
M5 antag	6.1	-9.9	1.4	0.2	10.8	14.6	10.1	11.2
CHRM5 PAM	-3.5	10.8	-11.9	6.6	0.6	6.6	-5.4	-19.9

(25) Cc1cc(NC(=O)CCN2CC(C)OC(C)C2)ccc1Br (configuration not stated)
(26) Brc1cccc(CNCc2ccncc2)c1
(27) CN(C(=O)c1cccc(NC(=O)c2cccs2)c1)c1ccccc1
(28) CS(=O)(=O)N1CCC(C(=O)NCc2ccccc2)CC1
(29) CC1(C(=O)NS(=O)(=O)C2CC2)CCN(C(=O)c2cc(F)cc(F)c2)C1 (configuration not stated)
(30) CCN(Cc1nc2ccccc2c(=O)[nH]1)C(=O)C1CC(=O)N(c2cccc3ccccc23)C1 (configuration not stated)
(31) C#CCOCCOCCOCCNc1nc(N2CCOCC2)nc(N2CCN(C(=O)[C@H](Cc3cc4ccccc4[nH]3)n3cc([C@@H](N)C(C)CC)nn3)CC2)n1 (some centres not stated)
(32) CN(C(=O)CN1C(=O)S/C(=C\c2ccccc2F)C1=O)C1CCS(=O)(=O)C1 (configuration not stated)

Assay by compound	25	26	27	28	29	30	31	32
CHRM4 agonist	2.1	2.4	4.4	0.2	0.9	0.8	0.3	0.5
CRFBP-R2 block	0.5	-0.1	-2.3	30.7	/	-1.0	-4.9	3.5
M4 PAM	3.2	7.4	-0.6	-8.0	-1.6	2.4	7.0	0.8
IDE cell inh	/	-1.3	-3.0	1.1	/	-5.1	-4.5	-5.5
CRFBP-R2 agonist	-1.4	-0.2	-9.8	-5.2	/	-0.2	-0.2	0.4
M5 ag	0.2	-4.9	-1.4	2.9	0.9	0.5	1.4	-3.3
CHRM4 antagonist	-8.7	-11.7	-4.9	-5.3	5.8	-4.1	-10.9	-1.4
M5 antag	4.4	-6.2	3.5	3.3	0.0	2.8	8.4	-1.1
CHRM5 PAM	3.8	-7.0	-5.9	1.7	3.0	-6.1	1.7	1.4

(33) O=C(NNc1cc(C(F)(F)F)nc2ccccc12)Nc1cccc(Cl)c1
(34) CC1(O)N(Cc2ccccc2)C(=O)OC12CCCCC2 (configuration not stated)
(35) C=CCN=C1SC(C)C(=O)N1S(=O)(=O)c1ccccc1 (configuration not stated)
(36) O=C(CCc1ccccc1)NC(NC(=S)Nc1ccc(Cl)cc1)C(Cl)(Cl)Cl (configuration not stated)
(37) O=C(Nc1ccc(N2CCOCC2)cc1)C1CCN(S(=O)(=O)Cc2ccccc2)CC1
(38) COc1ccc2oc(C(=O)N3CCCc4ccccc43)c(C)c2c1
(39) CC(C)(C)c1ccc(CN2C3=NCCCN3c3ccccc32)cc1
(40) COc1ccc(C2=NN(C(=O)CSc3nc4ccccc4s3)C(c3ccc(F)cc3)C2)cc1 (configuration not stated)

Assay by compound	33	34	35	36	37	38	39	40
CHRM4 agonist	8.7	3.3	0.3	12.1	0.7	-0.6	8.5	0.1
CRFBP-R2 block	-4.9	1.7	-2.0	-9.5	-4.6	23.7	-41.2	-7.5
M4 PAM	-6.8	-2.0	-4.3	6.8	0.4	-1.7	-8.9	0.6
IDE cell inh	-0.7	3.7	9.8	8.5	-4.3	3.1	0.0	-4.0
CRFBP-R2 agonist	-0.2	0.1	-0.4	7.2	-0.2	1.2	-0.1	8.5
M5 ag	6.8	-5.4	-9.3	6.9	-0.4	-4.7	-8.3	-1.8
CHRM4 antagonist	7.3	-6.8	2.2	-6.8	-9.8	1.5	-0.5	6.5
M5 antag	1.2	3.2	8.3	-2.0	0.7	2.4	12.2	-8.6
CHRM5 PAM	-6.2	-4.2	-13.1	9.3	13.6	7.5	-18.6	-0.2

# As entered above.
# Entry of Cc1nc(NC(=O)COC(=O)CCC(=O)c2cccs2)c(Cl)cc1Cl in M5 ag: 2.4
# Entry of C=CCN=C1SC(C)C(=O)N1S(=O)(=O)c1ccccc1 (configuration not stated) in CHRM5 PAM: -13.1
# Entry of O=C1CCN(CCCc2ccccc2)CCN1[C@H](CO)c1ccccc1 in CHRM5 PAM: -11.9

# Other entries.
(41) CN(C1=C(N2CCOCC2)C(=O)c2ccccc2C1=O)c1ccccc1
(42) CN(CCNC(=O)c1cc2c(-c3ccccc3F)nn(C)c2s1)C1CCCCC1
(43) Cc1cc(NC(=O)c2cc([N+](=O)[O-])cc([N+](=O)[O-])c2)no1
(44) Cc1ccccc1N1CCN(C(=O)c2ccccc2NC(=O)c2ccccc2C(=O)O)CC1
(45) O=C(c1ccc(-n2cccn2)cc1)N1CCc2c([nH]c3ccccc23)C1c1ccccn1 (configuration not stated)
(46) COc1ccc(CCNC(=O)c2ccccc2N(C)S(=O)(=O)c2ccccc2)cc1
(47) CCN1CCCC1CNc1ncnc2c1[nH]c1ccc(F)cc12 (configuration not stated)
(48) CCCCCCCCN1C(=O)[C@H](CC(=O)NCCCCc2ccccc2)C[C@@]2(C(=O)OC)CC(C)(C)CC=C12
(49) COc1cc(NC(=O)CSc2nnnn2Cc2ccccc2)cc(OC)c1
(50) CCOc1ccc(OCC)c(NC(=O)Cn2c(C)nc3ccccc3c2=O)c1

Assay by compound	41	42	43	44	45	46	47	48	49	50
CHRM4 agonist	-3.0	2.1	2.0	4.3	12.9	2.3	1.5	-0.2	4.3	9.7
CRFBP-R2 block	0.0	27.3	-29.5	-23.6	-9.8	10.2	-3.7	/	2.6	11.6
M4 PAM	-0.6	-8.0	14.6*	5.5	-24.4	2.5	11.8	2.0	3.3	7.5
IDE cell inh	-2.9	/	-3.3	9.7	4.3	2.6	17.0*	/	4.8	-2.6
CRFBP-R2 agonist	-1.0	-1.3	0.0	-6.5	1.2	-3.6	-0.9	/	-4.7	-0.1
M5 ag	-0.1	-6.0	3.3	-0.8	3.3	-3.8	-1.3	-3.1	0.5	2.0
CHRM4 antagonist	0.3	11.4	2.5	-10.9	12.1	-4.0	1.1	-0.9	-8.0	-9.7
M5 antag	0.5	14.5	10.3	-13.1	6.6	12.0	2.6	14.7	-5.1	-16.4
CHRM5 PAM	-0.2	-9.6	1.4	1.4	-8.6	-4.6	-1.1	-5.5	8.0	4.3

# Compounds were not picked by outcome. Share with any hit: about 2.9%.
